Furin inh = human furin inhibition. P09958. purified furin, fluorogenic substrate cleavage. inhibition, % at 30 µM. 220,000 tested, 0.061% active. AID 463115; in the data active = inhibition above about 25%; note: inactives centre near -15
Target sequence (P09958 108-714 limits assumed): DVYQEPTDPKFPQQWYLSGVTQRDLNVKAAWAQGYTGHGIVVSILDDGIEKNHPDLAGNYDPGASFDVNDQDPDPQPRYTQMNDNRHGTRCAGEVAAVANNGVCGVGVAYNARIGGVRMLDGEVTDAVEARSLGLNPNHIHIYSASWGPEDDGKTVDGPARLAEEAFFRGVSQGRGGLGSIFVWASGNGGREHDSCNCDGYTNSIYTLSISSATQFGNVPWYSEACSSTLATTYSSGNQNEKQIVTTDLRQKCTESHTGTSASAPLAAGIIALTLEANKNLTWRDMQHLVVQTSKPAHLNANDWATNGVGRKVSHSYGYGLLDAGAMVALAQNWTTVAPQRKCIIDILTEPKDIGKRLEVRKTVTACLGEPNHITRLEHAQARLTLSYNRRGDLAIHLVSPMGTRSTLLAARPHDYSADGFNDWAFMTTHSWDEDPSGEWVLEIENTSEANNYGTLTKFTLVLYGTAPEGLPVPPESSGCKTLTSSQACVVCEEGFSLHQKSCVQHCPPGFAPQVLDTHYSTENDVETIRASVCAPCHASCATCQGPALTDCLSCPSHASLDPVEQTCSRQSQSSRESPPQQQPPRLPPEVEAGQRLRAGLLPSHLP
Cl transport mod = KCC2 (human) Cl- transport modulation | Q9H2X9 | B-score of Tl+ flux slope (higher = more flux/activation; lower = inhibition) at 10 µM | 190,000 tested, 2.2% active | AID 1456 | KCC2 cells, thallium flux FluoZin-2 fluorescence;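 active = thallium flux slope and its plate-corrected score both differing from the plate sample mean at a set confidence after two filtering rounds, in either direction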;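 note: slope of fluorescence scaled to starting intensity during 10 to 20 s after thallium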
thrombin 1536 = thrombin (human) inhibition; P00734; alpha-thrombin, Boc-VPR-AMC fluorogenic substrate cleavage; inhibition, % at 5 µM; 220,000 tested, 0.26% active;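 active = inhibition at or above 40%; inactive = inhibition below 40%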;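 note: 0% = enzyme with no compound and 100% = wells without enzyme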
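Material: human alpha-thrombin protein. Incubation: reaction at ambient temperature. Technique: fluorescence of released AMC, ex 355 nm, em 460 nm. Control set: no-compound enzyme wells and no-enzyme blanks. Also added: Boc-VPR-AMC substrate, 15 µM final. Buffer or medium: pH 7.5 Tris (50 mM) with NaCl 150 mM, Tween 20 0.05%.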
EBV gp42 block = blocks Epstein-Barr virus glycoprotein 42 binding; Fluorescence polarization binding assay, mP read-out; inhibition, % (tested at 21.74 µM); 220,000 tested, 0.42% active; AID 1085; in the data active = inhibition above about 50%
14-3-3 Bad PPI = disrupts binding of bovine 14-3-3 zeta to phospho-Bad peptide | P63103 | TR-FRET 14-3-3zeta/Dy647-pBad peptide displacement, 1 h | inhibition, % at 21.7 µM | 220,000 tested, 0.71% active | AID 781;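 active = inhibition above about 70%, limit read from the data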;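 note: 0% = full 14-3-3 plus peptide FRET controls and 100% = background without 14-3-3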
Rad51 HR inh = blocks human Rad51 in homologous recombination; 200,000 tested, 0.085% active; AID 1385; inhibition, % at 10 µM; hRad51 DNA strand exchange, fluorescence dequenching;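 active = inhibition above 40% at the single screening dose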;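 note: 0% = DMSO control wells and 100% = blanks with heterologous ssDNA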
Target sequence (Q06609 whole entry, looked up): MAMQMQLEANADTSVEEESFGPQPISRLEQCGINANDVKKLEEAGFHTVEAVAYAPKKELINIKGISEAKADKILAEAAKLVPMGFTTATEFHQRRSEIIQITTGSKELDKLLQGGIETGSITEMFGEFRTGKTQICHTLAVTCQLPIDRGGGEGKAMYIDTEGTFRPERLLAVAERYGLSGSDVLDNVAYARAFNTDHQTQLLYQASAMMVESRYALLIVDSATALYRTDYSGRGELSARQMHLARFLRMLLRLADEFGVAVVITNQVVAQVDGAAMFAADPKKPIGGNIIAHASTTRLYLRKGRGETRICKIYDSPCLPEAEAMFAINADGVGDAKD
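material = hRad51 filaments on single-stranded DNA | reagent = Donor/quencher-labelled 47-bp dsDNA substrate | compound = 10 µM final, single point | schedule = strand-exchange reaction 15 min at room temperature | measured by = fluorescein emission 520 nm, excitation 485 nm | read-out basis = % inhibition versus plate control and blank means | benchmarks = plate controls and plate blanks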
p47phox inh = p47phox (human) inhibition; P14598; inhibition, % at 24.7 µM; 220,000 tested, 0.53% active; p47phox/p22phox peptide binding, fluorescence polarization, 2 h;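 note: 0% = p47phox with labelled peptide and 100% = labelled peptide alone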
hK5 inh = kallikrein 5 (human) inhibition | inhibition, % at 5 µM | Q9Y337 | recombinant hK5, fluorogenic AMC substrate cleavage | AID 873 | 210,000 tested, 0.59% active;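 active = inhibition of 40% or more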;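 note: 0% = enzyme controls without compound and 100% = no-enzyme blanks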
eIF4E 4G PPI = inhibitors of eIF4E and eIF4G interaction in translation initiation | TR-FRET eIF4E-eIF4GI(517-606) binding, 2 h | inhibition, % at 21.7 µM | P63073+Q04637 | 220,000 tested, 0.37% active;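 note: 0% = full FRET control wells and 100% = background wells lacking eIF4GI fragment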
An asterisk follows results filed as active; . = no result given; [ ] = another dose, or the depositor's remark.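 Rule for the calls, unless noted: active = inhibition above about 30% (limit read from the data); inactive = the rest.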

1	Cc1ccc(CN2C(=O)CCC2C(=O)NCCN2CCN(c3cccc(Cl)c3)CC2)cc1 (stereo unspecified)
2	O=C(Nc1cccnc1)C1=NN(C2CCS(=O)(=O)C2)C(=O)CC1 (stereo unspecified)
3	CCOC(=O)c1sc2nc[nH]c(=O)c2c1C
4	Cc1cc(Cl)c(S(=O)(=O)Nc2ccc(S(=O)(=O)N3CCOCC3)cc2)cc1OCC(N)=O
5	COc1ccccc1Nc1ncc(C(C)=O)c(C)n1
6	CN(CCc1ccccn1)C(=O)c1ccc(OC(F)(F)F)cc1
7	O=Cc1ccc(OC2OCCOC2Oc2ccc(C=O)cc2)cc1 (stereo unspecified)
8	COc1cccc(Nc2nc(-c3sc(N)nc3C)cs2)c1
entry no. | 1 | 2 | 3 | 4 | 5 | 6 | 7 | 8
Furin inh | -6 | -5 | -17[20 µM] | -25 | -13 | -17 | -10 | -11[20 µM]
Cl transport mod | -0.041 | 0.75 | 5.8* | 1.3 | 0.34 | 0.41 | -0.083 | -0.48
thrombin 1536 | -1 | 7 | -2 | -2 | 1 | -21 | -10 | 4
EBV gp42 block | -2 | -12 | -13 | -6 | -3 | 1 | 6 | -25
14-3-3 Bad PPI | -15 | 6 | -9 | -19 | 7 | -6 | -9[fluorescence artefact?] | -12[fluorescence artefact?]
Rad51 HR inh | 16 | -3 | 7 | -23 | -4 | -2 | 12 | 5
p47phox inh | -18 | -2 | 2 | 3 | -7 | 3 | -8 | -42
hK5 inh | 0 | -3 | -32 | . | -4 | -4 | -17 | -39
eIF4E 4G PPI | -6 | 4 | -2 | 2 | 3[fluorescence artefact?] | 1 | 10 | 12[fluorescence artefact?]

Among those listed so far, two have a Cl atom.
1	Cc1ccc(CN2C(=O)CCC2C(=O)NCCN2CCN(c3cccc(Cl)c3)CC2)cc1 (stereo unspecified)
4	Cc1cc(Cl)c(S(=O)(=O)Nc2ccc(S(=O)(=O)N3CCOCC3)cc2)cc1OCC(N)=O
entry no. | 1 | 4
Furin inh | -6 | -25
Cl transport mod | -0.041 | 1.3
thrombin 1536 | -1 | -2
EBV gp42 block | -2 | -6
14-3-3 Bad PPI | -15 | -19
Rad51 HR inh | 16 | -23
p47phox inh | -18 | 3
hK5 inh | 0 | .
eIF4E 4G PPI | -6 | 2

The list continues:
9	COc1ccc(Cc2nnc(N/N=C/c3ccc(Br)cc3)[nH]c2=O)cc1OC
10	Cc1c(NS(=O)(=O)c2cccs2)cccc1-c1nc2cccnc2s1
11	CCOC(=O)CC(NC(=O)CCc1c(C)nc2ncnn2c1C)c1ccc(OC(C)C)cc1 (stereo unspecified)
12	O=C(NCc1ccccc1)C1=C[C@@H](C2CCCCC2)C[C@@H](OCc2ccc(CO)cc2)O1
13	Cc1ccc(-c2nc3ncccc3o2)cc1NC(=O)c1cc2ccccc2o1
14	O=C(COC(=O)c1ccccc1Oc1ccccc1)NC1CC1
15	COc1ccccc1NS(=O)(=O)c1ccc(C)c(NC(=O)NC2CCCCC2)c1
16	CC(C)(C)C(=O)c1cn(CC(=O)NCc2ccc3c(c2)OCO3)c2ccccc12
entry no. | 9 | 10 | 11 | 12 | 13 | 14 | 15 | 16
Furin inh | -16 | -17 | -6 | -16 | -26 | -3 | -18 | -17[20 µM]
Cl transport mod | 0.52 | -0.46 | -0.81 | -0.44 | . | -0.31 | -0.52 | 4.3
thrombin 1536 | -2 | -4 | -1 | 0 | 4 | 2 | -5 | -4
EBV gp42 block | -8 | 0 | 0 | -4 | -13 | -8 | -9 | 0
14-3-3 Bad PPI | 1 | -3 | 0 | 1 | 0 | 0 | 10 | 5
Rad51 HR inh | 16 | . | . | 4 | 0 | -5 | -11 | 2
p47phox inh | -1 | -11 | -1 | -3 | -7 | 5 | -2 | 0
hK5 inh | 3 | -2 | . | 2 | -9 | -2 | -11 | -4
eIF4E 4G PPI | 3 | -1 | 4 | 11 | -1 | 1 | 10 | -1

Some values from above.
Value of `COc1ccccc1NS(=O)(=O)c1ccc(C)c(NC(=O)NC2CCCCC2)c1` in thrombin 1536: -5
Value of `CCOC(=O)CC(NC(=O)CCc1c(C)nc2ncnn2c1C)c1ccc(OC(C)C)cc1` (stereo unspecified) in eIF4E 4G PPI: 4

Going on with the list:
17	CCN(c1ccccc1)S(=O)(=O)c1ccc(NC(=O)C(C)(C)C)cc1
18	CCOC(=O)C1CSC(CC(=O)Nc2ccc(OC(F)(F)F)cc2)C(=O)N1 (stereo unspecified)
19	Cc1nnc(SCCn2c(N3CCCCCC3)nc3c2c(=O)[nH]c(=O)n3C)s1
20	C=CCOC(=O)C1=C(C)OC(N)=C(C#N)C1c1c(C)nn(-c2ccccc2)c1Cl (stereo unspecified)
21	CCOC(=O)C(NC(=O)c1ccccc1)(Nc1cc(C)on1)C(F)(F)F (stereo unspecified)
22	CCN(CC)c1ccc(C=C(c2nnnn2-c2ccc(C)cc2)c2nnnn2-c2ccc(C)cc2)cc1
23	COc1ccc(C2N(c3cc(C)on3)C(=O)C3CCCN32)cc1OC (stereo unspecified)
24	COc1ccc(/C=C/C(=O)Nc2ccc3nc4n(c(=O)c3c2)CCCC4)cc1
entry no. | 17 | 18 | 19 | 20 | 21 | 22 | 23 | 24
Furin inh | -3[20 µM] | -6 | -14[20 µM] | -27 | -21[20 µM] | -5 | -11 | -20
Cl transport mod | 0.26 | -0.37 | -0.3 | -1.3 | -0.23 | -0.038 | . | 0.036
thrombin 1536 | -4 | 1 | 0 | 3 | 0 | -3 | -11 | 0
EBV gp42 block | -8 | -20 | -13 | -15 | 8 | -65 | 0 | -13
14-3-3 Bad PPI | 5[fluorescence artefact?] | -9 | 10 | -1 | -5 | -6 | -6[fluorescence artefact?] | -7
Rad51 HR inh | -4 | . | 0 | 3 | 1 | -9 | -10 | .
p47phox inh | -3 | -5 | -9 | -25 | 2 | -33 | -10 | -2
hK5 inh | 2 | 0 | -19 | -1 | -7 | 7 | 0 | .
eIF4E 4G PPI | 1[fluorescence artefact?] | 1 | 6 | 6 | 3 | 3 | 1[fluorescence artefact?] | 1

25	NC(=O)COC(=O)CNC(=O)c1ccc(Cl)cc1
26	O=C(c1ccc(CS(=O)(=O)Cc2ccc(Cl)cc2)o1)N1CCCC1
27	CCC(=O)N1CCC2(CC1)Oc1ccc(F)cc1C(=O)C21CC(c2ccccc2)=NO1 (stereo unspecified)
28	CCC(CC)NC(=O)Cc1ccc(F)cc1
29	COc1cc(C(Nc2ccc3c(c2)OCO3)C(=O)NC2CCCCC2)cc(OC)c1OC (stereo unspecified)
30	Cc1cc(C)c2c(N)c(C(=O)NN3CC(=O)N(c4ccccc4F)CC3=O)sc2n1
31	Cc1ccccc1N1CCN(Cc2c(C#N)c3ccccc3n2C)CC1
32	COC(=O)C1C(=O)NC(SC)=C(C#N)C1c1ccccc1F (stereo unspecified)
entry no. | 25 | 26 | 27 | 28 | 29 | 30 | 31 | 32
Furin inh | -1 | -10 | -25 | -11 | -14[20 µM] | -11[20 µM] | -11 | -25[20 µM]
Cl transport mod | . | . | -0.7 | 0.33 | 0.98 | -0.092 | 0.24 | 1
thrombin 1536 | -2 | -2 | 5 | 5 | -9 | 3 | -1 | -1
EBV gp42 block | -10 | 5 | -1 | -7 | -1 | -2 | -16 | -17
14-3-3 Bad PPI | 2 | 7[fluorescence artefact?] | -4 | -6 | -5[fluorescence artefact?] | 8 | 0 | 6
Rad51 HR inh | -3 | 0 | 2 | 11 | 7 | -6 | -2 | 7
p47phox inh | -13 | 0 | -11 | -2 | 3 | -7 | 3 | -14
hK5 inh | -4 | 1 | 2 | -10 | -6 | -7 | 7 | -21
eIF4E 4G PPI | 1[fluorescence artefact?] | 2 | 3 | 2 | -1 | -1 | -9 | 0[fluorescence artefact?]

33	CCCSc1nnc2nc3c(nn12)c1ccccc1n3C
34	Cc1ccccc1NC(=O)Nc1ccccc1C(N)=O
35	C#CC(C)(CC)NC(=O)Cn1nnc(-c2cccc(C(F)(F)F)c2)n1 (stereo unspecified)
36	Cc1ccn2c(C=O)c(-c3ccc(F)cc3)c(C=O)c2c1
37	Cc1ccc(N(C(=O)c2csnn2)C(C(=O)NC(C)(C)C)c2cccs2)cc1 (stereo unspecified)
38	CSC1=NCCN1C(=O)c1ccco1
39	O=C(c1cccs1)N1CCN(c2ncccn2)CC1
40	CCCn1c(SCC(=O)c2cc(C)c(C)cc2C)n[nH]c1=O
entry no. | 33 | 34 | 35 | 36 | 37 | 38 | 39 | 40
Furin inh | -15 | -20 | -20 | -6 | -7 | -37 | 4[20 µM] | -11[20 µM]
Cl transport mod | -2.8 | -0.27 | -0.65 | -0.35 | . | -2.4 | . | -0.2
thrombin 1536 | -3 | -2 | 7 | -4 | -2 | -9 | -3 | -5
EBV gp42 block | -12 | -1 | -1 | 15 | -3 | -4 | -4 | -1
14-3-3 Bad PPI | 6[fluorescence artefact?] | -13 | -12 | 2 | 8[fluorescence artefact?] | -4 | 6 | 4[fluorescence artefact?]
Rad51 HR inh | -2 | 8 | 14 | . | -2 | 6 | 3 | 8
p47phox inh | -24 | 3 | -12 | -6 | -2 | 1 | 9 | -3
hK5 inh | -5 | . | -12 | . | -6 | -5 | -12 | 6
eIF4E 4G PPI | 2[fluorescence artefact?] | 0 | -2 | 2 | 6[fluorescence artefact?] | 1 | 3 | 0

Fetched one by one from the entries so far:
38	CSC1=NCCN1C(=O)c1ccco1
36	Cc1ccn2c(C=O)c(-c3ccc(F)cc3)c(C=O)c2c1
33	CCCSc1nnc2nc3c(nn12)c1ccccc1n3C
entry no. | 38 | 36 | 33
Furin inh | -37 | -6 | -15
Cl transport mod | -2.4 | -0.35 | -2.8
thrombin 1536 | -9 | -4 | -3
EBV gp42 block | -4 | 15 | -12
14-3-3 Bad PPI | -4 | 2 | 6[fluorescence artefact?]
Rad51 HR inh | 6 | . | -2
p47phox inh | 1 | -6 | -24
hK5 inh | -5 | . | -5
eIF4E 4G PPI | 1 | 2 | 2[fluorescence artefact?]

Remaining list, next part:
41	Cc1nc(C(C)N(C)Cc2nc(-c3ccc4c(c3)OCO4)no2)c(C)s1 (stereo unspecified)
42	Cc1ccc(CN(C(=O)c2ccco2)C(C(=O)NC2CCCC2)c2cccnc2)cc1 (stereo unspecified)
43	CNC(=S)N/N=C/c1cn(Cc2ccc(F)cc2)c2ccccc12
44	O=C(COc1ccccc1C(=O)O)Nc1nc2ccc([N+](=O)[O-])cc2s1
45	COCC(O)CSc1c([N+](=O)[O-])nc(C)n1Cc1ccc(OC)c([N+](=O)[O-])c1 (stereo unspecified)
46	CCN1CCCC1CNC(=O)c1cn(C)c2ccc(S(=O)(=O)N3CCCCCC3)cc2c1=O (stereo unspecified)
47	CN1CCN(C/C(=C2/N=C(c3ccccc3)OC2=O)N(C)C)CC1
48	CCC1CCC2(CC1)NC(CO)(CO)CO2 (stereo unspecified)
entry no. | 41 | 42 | 43 | 44 | 45 | 46 | 47 | 48
Furin inh | -15 | -23 | -6 | -18 | -16[20 µM] | -24 | 0[20 µM] | -21
Cl transport mod | -2 | -0.41 | 0.73 | 1.2 | -0.085 | . | . | 5*
thrombin 1536 | 3 | -2 | -5 | -15 | -8 | -10 | 5 | 3
EBV gp42 block | -15 | -1 | 0 | -10 | -8 | -8 | -14 | -18
14-3-3 Bad PPI | 3 | -10 | -5[fluorescence artefact?] | -7 | -8 | 14 | 3[fluorescence artefact?] | 10
Rad51 HR inh | . | -4 | 0 | . | 3 | 2 | -2 | 1
p47phox inh | -6 | 8 | -1 | -11 | -5 | -7 | -7 | -5
hK5 inh | . | 1 | -5 | -2 | -10 | -27 | -25 | -16
eIF4E 4G PPI | 0 | -1 | 2 | 0 | -5 | 6 | -2 | 2
